# High-throughput results: PubChem BioAssay, several laboratories
# V-ATPase pH: regulators of yeast V-ATPase proton transport; AID 504577; actives 0.37% (n = 350,000); response, % at 10 µM; S. cerevisiae, pHLuorin cytosolic pH fluorescence; in the data active = response mostly above about 7.3%, no sharp cut-off; inactive = mostly below about 5.4%; also: actives read high; inactives centre near 0; some compounds called inactive have numbers as strong as hits; reference of the scale not given here
# MOR-DOR ag: OPRM1-OPRD1 heterodimerization agonism. AID 504326. activation, % at 9.3 µM. actives 0.3% (n = 340,000). cells, luminescence. P35372+P41143; in the data active = activation above about 18%;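 also: 0% = vehicle-treated cells and 100% = reference agonist; values of inactives mirror those of a sister screen read the other way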
# cardiac RTF act: increases calcium sensitivity of human cardiac regulated thin filaments; P19429+P45379; IANBD-labeled TnC RTF fluorescence at EC20 calcium; 0% EC20 calcium, 100% full calcium; activation, % at 7.2 µM; actives 0.24% (n = 340,000); AID 493008;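 active = activation above the mean over all tested compounds plus 3 SD, cut at about 30% in these data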;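 also: rise in fluorescence read as greater calcium sensitivity of cardiac thin filaments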
# C-LANA FP: blocks KSHV LANA C-terminal domain binding to DNA. inhibition, % at 9 µM. MBP-C-LANA/FAM-LBS DNA binding, fluorescence polarization. actives 0.078% (n = 340,000). AID 504423;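 active = highest replicate inhibition at or above 60% at 9 µM, even if other replicates fall short; inactive = all replicates below 60% inhibition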;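 also: 0% = neutral control wells and 100% = 4 µM acridine orange control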
# HTR5A ag ctr: activates human HTR5A in OPRM1-OPRD1 agonist counter-screen | P47898 | HTR5A agonist assay, luminescence, cell-based | actives 0.61% (n = 340,000) | activation, % at 9.3 µM; in the data active = activation mostly above about 9.5%, no sharp cut-off; inactive = mostly below about 7.6%;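 also: 0% = cells with vehicle only and 100% = reference agonist; strong numbers were not always called active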
# Target sequence (P47898 whole entry, looked up): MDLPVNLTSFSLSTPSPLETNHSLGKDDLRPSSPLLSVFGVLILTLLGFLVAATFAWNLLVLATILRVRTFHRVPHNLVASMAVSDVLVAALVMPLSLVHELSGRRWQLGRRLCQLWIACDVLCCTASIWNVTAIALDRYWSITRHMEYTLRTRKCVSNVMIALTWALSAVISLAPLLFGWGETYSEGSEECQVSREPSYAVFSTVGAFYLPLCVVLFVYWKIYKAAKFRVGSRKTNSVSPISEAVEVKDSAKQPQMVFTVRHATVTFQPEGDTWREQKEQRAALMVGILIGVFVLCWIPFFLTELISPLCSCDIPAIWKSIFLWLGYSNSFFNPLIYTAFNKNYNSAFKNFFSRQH
# Keap1 Nrf2 FP: disrupts human Keap1 binding to Nrf2 peptide; Q14145; Keap1 Kelch-Nrf2 peptide fluorescence polarization, 1536-well; inhibition, % at 9.4 µM; actives 0.15% (n = 340,000); AID 504523; in the data active = inhibition above about 12%;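 also: human Keap1 Kelch domain with fluorescein labeled Nrf2 9mer peptide probe; 0% = neutral control wells and 100% = peptide positive control; higher means more block of Keap1 binding to Nrf2 peptide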
# Target sequence (Q14145 whole entry, looked up, the tested form may be a part): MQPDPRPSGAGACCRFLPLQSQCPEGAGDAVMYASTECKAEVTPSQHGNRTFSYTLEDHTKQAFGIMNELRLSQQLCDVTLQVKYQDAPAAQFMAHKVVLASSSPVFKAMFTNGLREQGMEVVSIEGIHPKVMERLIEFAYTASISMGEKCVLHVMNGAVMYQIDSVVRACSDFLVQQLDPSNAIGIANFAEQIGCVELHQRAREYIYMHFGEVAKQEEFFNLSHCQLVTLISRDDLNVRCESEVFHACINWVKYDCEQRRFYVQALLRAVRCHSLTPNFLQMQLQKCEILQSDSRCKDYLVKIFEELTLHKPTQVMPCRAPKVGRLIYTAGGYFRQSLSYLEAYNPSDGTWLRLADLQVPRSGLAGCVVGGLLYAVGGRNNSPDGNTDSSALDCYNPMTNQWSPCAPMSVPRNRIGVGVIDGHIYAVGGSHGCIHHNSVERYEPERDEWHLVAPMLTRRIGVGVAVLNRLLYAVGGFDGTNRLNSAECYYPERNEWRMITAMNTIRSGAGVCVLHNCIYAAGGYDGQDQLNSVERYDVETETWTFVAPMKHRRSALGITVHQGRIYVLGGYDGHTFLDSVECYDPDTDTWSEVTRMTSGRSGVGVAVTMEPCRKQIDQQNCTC
# HTR5A inv ag: HTR5A inverse agonism, opioid heterodimer counter-screen | P47898 | HTR5A cell line, luminescence | inhibition, % at 9.3 µM | actives 0.083% (n = 340,000) | AID 504634; in the data active = inhibition mostly above about 23%, no sharp cut-off; inactive = mostly below about 18%;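 also: 0% = cells with DMSO and 100% = no-cell wells with DMSO; some compounds called inactive have numbers as strong as hits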
# RTF Ca sens inh: cardiac RTF calcium desensitization; P19429+P45379; inhibition, % at 7.15 µM; AID 493244; actives 0.12% (n = 340,000); IANBD-labeled cardiac RTF, Ca2+ fluorescence;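 active = inhibition above the mean inhibition of all tested compounds plus 3 SD, cut at about 17% in these data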;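 also: assay run at fixed EC70 calcium of 1.6 mM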
# OPRM1-OPRD1 inv: mu-delta opioid heterodimer inverse agonism; P35372+P41143; cell-based MOR-DOR heterodimer luminescence; inhibition, % at 9.3 µM; actives 0.21% (n = 340,000); in the data active = inhibition above about 22%, passing the limit was not always enough;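 also: 0% = cells with DMSO and 100% = wells without cells with DMSO; values of inactives mirror those of a sister screen read the other way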
# CAL-PDZ inh HTS: CAL PDZ (human) peptide binding inhibition. Q9HD26. purified CAL PDZ, TMR-peptide fluorescence polarization, 1 h. inhibition, % at 24.9 µM. actives 0.92% (n = 300,000). AID 602252;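 active = mean inhibition of at least 30% with at least half of replicates also reaching 30%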;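 also: 0% = DMSO neutral control and 100% = excess unlabeled competitor peptide PRC23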
# Starred values were filed as active, the others as inactive; . = no result given; & = joins results of further samples.
SMILES,V-ATPase pH,MOR-DOR ag,cardiac RTF act,C-LANA FP,HTR5A ag ctr,Keap1 Nrf2 FP,HTR5A inv ag,RTF Ca sens inh,OPRM1-OPRD1 inv,CAL-PDZ inh HTS
CN(CCO)CC(O)CN(c1ccccc1)c1ccccc1 (stereo not drawn),0,-2.4,4,0.9,1,-4,1,-2,12,0
COc1ccccc1C(=O)NC(=S)Nc1ccccc1N1CCCC1,-2,0.6,3,1.3,0,-5,0,-4,-3,-5
O=C(O)CCNC(=O)C12CC3CC(CC(C3)C1)C2,-2,-1.4,-1,0.8,-4,1,10,-7,8,-2
Clc1cccc(C2=NOC(c3nnc(-c4ccccc4)o3)C2)c1 (stereo not drawn),0,-0.8,-1,1.1,-3,-3,13,2,5,0
Cc1ccccc1OCCC(=O)Nc1ccc(S(=O)(=O)N(C)C2CCN(C)CC2)cc1,-2,0.3,-8,0.4,4,1,14,-15,-2,-4
COc1ccc(CN(Cc2ccc(C(=O)O)cc2)C(=S)Nc2cccc(C)c2)cc1OC,4,-0.2,11,-0.4,11,2,-18,-2,1,.
Cc1ccc(N2CN(CCc3ccccc3)CNC2=S)cc1,0,-3.9,7,0.5,2,-6,-7,-5,20,.
COc1ccc(C(=O)CSc2nnc(C3CC3)n2N)cc1,4,0.3,0,-1.7,-2,-3,-7,-10,-2,.
CCCc1cc(C(=O)Nc2ccc(CC)cc2)no1,2,1.0,-3,-0.6,9,-5,-24,-12,-5,0
O=C(NN=C1CCCC1)c1[nH]c2ccc(Cl)cc2c1-c1ccccc1,-2,.,.,0.4,.,-5,.,.,.,-2
CSc1ccc(C(=S)N2CCCCCC2)cc1,2,-0.6,3,-2.4,8,-1,-29,-4,3,0
CC(OC(=O)C1CCN(S(=O)(=O)c2ccccc2C(F)(F)F)CC1)C(=O)N(C)Cc1ccccc1 (stereo not drawn),2,-0.9,-1,1.1,0,-4,3,4,5,.

# The last three records of the section above come first, to join the parts.
SMILES,V-ATPase pH,MOR-DOR ag,cardiac RTF act,C-LANA FP,HTR5A ag ctr,Keap1 Nrf2 FP,HTR5A inv ag,RTF Ca sens inh,OPRM1-OPRD1 inv,CAL-PDZ inh HTS
O=C(NN=C1CCCC1)c1[nH]c2ccc(Cl)cc2c1-c1ccccc1,-2,.,.,0.4,.,-5,.,.,.,-2
CSc1ccc(C(=S)N2CCCCCC2)cc1,2,-0.6,3,-2.4,8,-1,-29,-4,3,0
CC(OC(=O)C1CCN(S(=O)(=O)c2ccccc2C(F)(F)F)CC1)C(=O)N(C)Cc1ccccc1 (stereo not drawn),2,-0.9,-1,1.1,0,-4,3,4,5,.
C1N2CN3CN1CN(C2)C3,-1,-1.9,3,1.8,8,1,-10,-5,10,2
COc1cc(/C=C2\CCCc3c2nc2ccccc2c3C(=O)O)cc([N+](=O)[O-])c1O,3,-3.7,-1,6.6,-2,2,5,11,20,-3
O=C(NCCn1cccn1)C1CCC(=O)N(CCc2cccc(F)c2)C1 (stereo not drawn),0,-1.7,-4,0.2,5,2,3,-2,9,7
CCN(CC)C1CCN(C(=O)c2cc(COc3ccc(-n4cncn4)cc3)on2)C1 (stereo not drawn),0,-1.8,-7,0.1,7,1,-11,1,9,4
Cc1ccccc1NC(=O)CS(=O)(=O)c1cn(CC(=O)N2CCOCC2)c2ccccc12,-3,-2.1,4,1.0,3,-4,-9,0,11,-29
Cc1[nH]c2ccccc2c1/C=C(\C#N)S(=O)(=O)c1ccccc1,6,0.2,1,-1.3,-5,-3,9,1,-1,.
CN(C)c1ccc(C#Cc2ccc3cc(CCCO)oc(=O)c3c2)cc1,-2,0.2,4,1.8,4,-3,-10,-7,-1,1
O=C(NCc1ccccc1Cl)C(=O)NCC1OCCN1S(=O)(=O)c1ccc(F)cc1 (stereo not drawn),-2,-1.0,-7,-0.1,5,-7,-3,7,7,-5
Cc1cc(C)nc(SCc2cc(=O)c(OC(=O)c3cc([N+](=O)[O-])ccc3Cl)co2)n1,1,-1.3,-3,1.4,5,-5,1,8,8,-1
COC(=O)Cc1c(C)nc2nc(-c3ccc(Cl)cc3)[nH]n2c1=O,2,1.2,4,-0.6,4,-10,5,-14,-7,-4
CSc1ccccc1NC(=O)C1=CC(c2ccc(C)cc2)=NS(=O)(=O)N1C,10,0.2,3,-0.6,-3,-6,8,-9,-1,.
Cc1c(OCc2nn[nH]n2)ccc2c3c(c(=O)oc12)CCCC3,1,-0.6,1,-0.9,-2,5,4,-10,3,8
COc1ccc(S(=O)(=O)N2CCCCCC2)cc1C(=O)NCCOc1ccc(C)cc1,0,-1.0,6,1.4,-5,5,13,8,5,-7
CC(=O)C12OC(C)(C)OC1CC1C3CCC4=CC(=O)C=CC4(C)C3(F)C(O)CC12C (stereo not drawn),2,3.0,0,37,2,-1,-8,-6,-16,0
Cc1cccc(C)c1NC(=O)CN1C(=O)N(C)Cc2ccccc21,-4,2.1,-1,1.1,6,-4,-16,7,-15,1
CS(=O)(=O)c1ccccc1-c1nnc(NC(=O)C2=COCCO2)o1,-4,-3.6,4,0.0,2,-4,-5,-9,19,-2
O=C(Nc1ccc(C2CCCCC2)cc1)C1CCCN(c2ncccn2)C1 (stereo not drawn),-3,-0.8,2,-2.1,-3,-2,-15,-2,5,-5
CCN(CC)CCN(C(=O)CCS(=O)(=O)c1ccccc1)c1nc2cc(OC)c(OC)cc2s1,5,-2.9,-2,-0.2,3,-11,-22,-3,16,0
CCOC(=O)N1CCN(CC(=O)N2c3ccccc3CC2C)CC1 (stereo not drawn),1,-1.5,-3,2.2,1,2,-12,-9,8,.
Cc1cccc(NS(=O)(=O)c2cccc(C(=O)N3CCN(c4ccccn4)CC3)c2)c1,-4,0.3,-4,-1.4,0,-6,3,3,-2,-2
O=C(NCc1ccccc1)N1CCNCC1,2,-1.5,1,-0.3,-2,-6,1,-9,8,.
c1ccc(NC2=NCCN2CC2CCCC2)cc1,-4,0.9,0,-0.1,-7,9,20,-11,-5,2
COc1cc2ccccc2cc1C(=O)N1CCc2ccccc21,0,-3.2,0,-1.0,3,-4,1,-6,16,1
CN(Cc1ccccc1)C(=O)CSc1nc2ccccc2[nH]1,1,0.4,-4,-0.2,0,-2,1,3,-3,-4
O=C(Cc1ccccc1)Nc1cccc(C(=O)O)c1O,-1,0.1,2,0.5,-7,-4,17,7,0,-2
COc1cccc(NC(=O)C(=O)N/N=C/c2cc(C)n(-c3ccc(Cl)c(Cl)c3)c2C)c1,.,-1.1,0,0.2,1,-1,12,4,6,-2
CCc1ccc2c(CC(=O)Nc3nnc(C4CC4)s3)coc2c1,0,3.7,0,-1.7,6,-7,-16,-9,-21,-5
O=C(NCc1cccs1)C(=O)c1cn(CC(=O)N2CCOCC2)c2ccccc12,-3,-2.4,1,-1.2,0,4,-1,9,11,-5
Cc1ccc(N(Cc2cc3cc(C)ccc3[nH]c2=O)C(=O)c2cccs2)cc1,1,-3.4,-2,-0.3,-3,-3,8,0,20,0
O=C(/C=C/c1ccccc1)c1c[nH]c2ccccc12,1,-1.1,9,0.5,6,0,-15,10,6,3
C=CCn1c(SCc2nc3c(c(=O)[nH]c(=O)n3CCCC)n2CCC)nnc1-c1ccccc1,-1,0.0,2,3.0,2,-1,-7,-4,0,-2
Cc1nc2cccnc2nc1C,-3,-3.4,1,-1.3,0,-1,0,0,18,-2
O=C(NC1CC1)C1CCN(S(=O)(=O)c2ccc(Cl)cc2)CC1,-5,-1.9,-3,0.2,-1,-9,14,-2,12,-3
COc1ccc(NC(=O)NCCN2C(=O)C3C4C=CC(C4)C3C2=O)cc1 (stereo not drawn),-4,-4.2,8,-0.6,5,4,-14,-3,22,.
COC(=O)C1CCCN1C(C(=O)NC1CCCCC1)c1ccc(Cl)cc1 (stereo not drawn),0,-3.3,3,1.3,-1,-1,3,-2,20,.
COc1ccc(C(=O)NC2CCCN(Cc3ccccc3F)C2)c(OC)c1OC (stereo not drawn),-2,-1.7,1,0.8,3,-9,-12,0,8,-1
Cc1noc(C)c1COC(=O)CCC(=O)c1ccc(F)cc1,1,-3.2,-3,-0.5,2,-7,-34,-4,16,-7
COc1ccc(/C=N/Nc2nc(-c3cccnc3)nc3ccccc23)c(OC)c1,-3,-1.4,1,9.6,-1,-2,-18,5,7,.
O=C(N[C@@H](Cc1c[nH]c2ccccc12)C(=O)NC1CC1)c1ccccc1Cl,0,-1.9,-4,1.2,1,4,-8,4,10,0
C=C(C)COc1ccc(-c2[nH]ncc2-c2ccc(OC)cc2)c(O)c1,-4,10,-4,0.4,5,3,-16,-12,-55,-4
CCCCOc1cccc(-c2nnc(NC(=O)CSc3ccc(C)cc3)s2)c1,0,-0.7,-4,-1.1,-1,1,-2,-2,4,0
CC(C)(C)Nc1cccccc1=O,1,-0.7,-4,0.8,2,-7,-8,2,4,.
CC1(C)N=C(SCC(=O)Nc2ccc(Cl)cc2Cl)C(c2ccccc2)=N1,-4,3.8,4,-2.5,-2,-5,-4,-24,-24,-5
COC(=O)[C@]1(Cc2ccccc2)N[C@H](c2ccc(-c3cc(C(C)=O)cs3)cc2)[C@@H]2C(=O)N(C)C(=O)[C@@H]21,4,2.1,10,3.5,4,-1,-65,0,-12,-1
Cc1ccc(Cl)c(Nc2ccccc2C(=O)O)c1Cl,-2&1,-1.8&-1.9,4&2,2.1&0.0,1&7,-7&-8,-2&-38,1&3,10&11,-6&-7
CC(C)(C)NC(=O)COC(=O)c1cc(F)c(F)cc1Cl,2,-1.6,2,2.3,1,-1,5,-9,10,6
O=C(OC(C(=O)NC1CCCCC1)c1ccccc1F)c1ccco1 (stereo not drawn),3,-2.2,-5,1.7,6,-2,-18,2,14,-5
O=C(NCC(c1cccnc1)N1CCOCC1)c1ccc2c(c1)OCO2 (stereo not drawn),-2,1.9,-2,2.3,3,-8,-6,-9,-12,2
Cc1ccccc1CC1(CO)CCCN(Cc2nc(-c3cccs3)oc2C)C1 (stereo not drawn),0,-1.2,-1,-0.9,-7,2,17,-11,6,-1
O=C(CCS(=O)(=O)c1cc2c(cc1Cl)NC(=O)CO2)NCCc1ccccc1,2,-2.4,-5,-0.8,-1,3,2,2,12,3
N#CCSc1nc(Nc2ccc3c(c2)OCO3)c2ccccc2n1,0,-2.9,-5,0.5,2,-2,15,-2,15,.
CC(=O)Nc1cccc(NC(=O)CSc2nnc3ccccn23)c1,-2,-0.9,1,0.6,4,2,-16,-13,5,5
Cc1nc(NC(=O)C2CC2)sc1C(=O)N1CCCCC1,0,0.6,-1,1.4,3,-4,-9,1,-4,-2
CC(=O)Nc1ccc(/C(C)=N/Nc2nc(Nc3ccccc3)nc(N3CCOCC3)n2)cc1,-2,2.0,-3,-1.0,1,-1,-2,-13,-11,7
C/C(=N/NC(=O)c1cccnc1)C1=C(O)CC(C)(C)CC1=O,-4,-2.8,-1,-1.2,-2,-1,5,-3,14,-2
CN(C)C(=O)CSc1nnc(Cc2ccc([N+](=O)[O-])cc2)o1,2,0.9,-4,-0.4,1,0,-3,3,-5,-1
O=C(Nc1nc(-c2ccccn2)cs1)Nc1ccc(F)cc1F,-1,2.5,-1,1.0,4,3,-10,5,-14,-5
